High-throughput results deposited in PubChem by several laboratories.
MazEF act: activators of E. coli MazEF toxin-antitoxin RNase. P0AE70. FAM/BHQ RNA-DNA oligo cleavage fluorescence, 5 h. activation, % at 20 µM. actives 0.32% (n = 350,000). AID 504720; in the data active = activation above about 50%
Target sequence (P0AE70 whole entry, looked up): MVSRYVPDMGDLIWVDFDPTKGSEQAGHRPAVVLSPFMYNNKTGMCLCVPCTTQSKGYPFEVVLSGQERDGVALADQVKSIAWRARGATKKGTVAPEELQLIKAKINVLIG
BoNT A protease: blocks Botulinum neurotoxin A light chain protease; multiplex microsphere protease substrate cleavage, flow cytometry; inhibition, % at 10 µM; AID 588499; actives 0.17% (n = 360,000); note: plate controls were buffer without enzyme for full effect and enzyme alone for no effect
PriA SSB inh: K. pneumoniae PriA-SSBct interaction inhibition | inhibition, % at 33 µM | AlphaScreen SSBct-PriA binding, biotinylated peptide | actives 0.6% (n = 430,000) | AID 1272365; in the data active = inhibition mostly above about 37%, no sharp cut-off; inactive = mostly below about 20%;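 note: plate controls were negative control peptide for no effect and reference peptide for full effect; strong numbers were not always called active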
PrPC surface inh: inhibitors of human cell surface prion protein PrPC; P04156; TR-FRET read-out; inhibition, % at 13.8 µM; actives 0.43% (n = 370,000); in the data active = inhibition above about 24%; note: 0% = median of the test wells and 100% = reference compound wells
CCHF vOTU inh: blocks the CCHF virus ovarian tumor domain protease; CCHFV vOTU protease, Pep-AMC fluorescence; inhibition, % at 11.5 µM; actives 0.55% (n = 370,000); AID 651958; in the data active = inhibition above about 30%; note: 0% = vehicle wells with enzyme and 100% = no enzyme wells
Anthrax LF inh2: inhibitors of Bacillus anthracis lethal factor protease; actives 0.12% (n = 360,000); AID 588501; inhibition, % at 10 µM; P15917; multiplex microsphere protease cleavage assay, LF; note: plate controls were buffer without enzyme for full effect and enzyme alone for no effect
Target sequence (P15917 whole entry, looked up): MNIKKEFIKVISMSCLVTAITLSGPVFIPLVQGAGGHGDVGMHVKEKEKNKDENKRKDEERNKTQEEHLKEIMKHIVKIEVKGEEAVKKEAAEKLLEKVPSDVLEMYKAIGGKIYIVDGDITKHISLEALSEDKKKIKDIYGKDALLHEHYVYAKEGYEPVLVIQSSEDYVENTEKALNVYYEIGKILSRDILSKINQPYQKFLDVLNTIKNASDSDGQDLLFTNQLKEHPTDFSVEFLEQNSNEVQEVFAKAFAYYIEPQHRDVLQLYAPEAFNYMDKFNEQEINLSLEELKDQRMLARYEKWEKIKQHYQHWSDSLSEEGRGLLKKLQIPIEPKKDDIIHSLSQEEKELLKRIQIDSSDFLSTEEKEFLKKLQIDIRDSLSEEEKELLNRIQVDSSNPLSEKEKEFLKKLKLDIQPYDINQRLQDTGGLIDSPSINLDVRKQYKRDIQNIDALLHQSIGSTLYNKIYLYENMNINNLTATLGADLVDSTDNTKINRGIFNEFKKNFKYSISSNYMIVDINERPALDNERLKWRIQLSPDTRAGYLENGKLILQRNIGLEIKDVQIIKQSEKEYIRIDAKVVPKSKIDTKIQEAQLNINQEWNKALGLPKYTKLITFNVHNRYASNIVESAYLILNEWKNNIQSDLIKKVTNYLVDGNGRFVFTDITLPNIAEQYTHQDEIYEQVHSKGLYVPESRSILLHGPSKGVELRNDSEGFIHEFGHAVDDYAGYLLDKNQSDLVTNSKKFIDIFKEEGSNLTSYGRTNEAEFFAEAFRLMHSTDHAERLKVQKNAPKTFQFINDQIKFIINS
Rv3671c inh: inhibits the M. tuberculosis serine protease Rv3671c; P9WHR9; inhibition, % at 5.96 µM; actives 0.048% (n = 320,000); AID 2606; in the data active = inhibition above about 38%;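 note: extracellular domain of Rv3671c used as enzyme; 0% = enzyme with DMSO and 100% = no enzyme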
SARS 3CLpro inh: SARS-CoV 3CLpro protease inhibition | inhibition, % at 6 µM | actives 0.14% (n = 290,000) | recombinant SARS-CoV 3CLpro, quenched FRET peptide cleavage; in the data active = inhibition above about 12%
DUSP3 inh: DUSP3 (human) phosphatase inhibition; actives 0.52% (n = 290,000); AID 1654; recombinant VHR phosphatase, pNPP absorbance; P51452; inhibition, % at 13.3 µM; in the data active = inhibition above about 50%; note: some compounds called inactive have numbers as strong as hits
Target sequence (P51452 whole entry, looked up): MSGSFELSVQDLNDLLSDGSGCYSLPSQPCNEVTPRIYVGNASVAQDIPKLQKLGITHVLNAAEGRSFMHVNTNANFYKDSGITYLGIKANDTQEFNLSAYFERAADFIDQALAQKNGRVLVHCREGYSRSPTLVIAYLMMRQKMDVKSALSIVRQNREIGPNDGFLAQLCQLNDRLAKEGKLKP
BoNT-F LC inh: inhibitors of Botulinum neurotoxin F light chain protease. actives 0.22% (n = 360,000). inhibition, % at 10 µM. Multiplex microsphere protease cleavage assay, flow cytometry; in the data active = inhibition above about 35%, passing the limit was not always enough; note: plate controls were buffer without enzyme for full effect and enzyme alone for no effect
An asterisk follows results filed as active. Cut-off read from the data, not from the text of the source, unless noted: active = inhibition above about 30%; inconclusive = no clear call, values can overlap the other calls; inactive = below that. Only part of the results is shown; count on the stated rates, not on these rows.

For Fc1ccc(-c2nnc(NC3=NCCCCC3)o2)cc1 the results were MazEF act 5, BoNT A protease -1.2, PriA SSB inh 0, PrPC surface inh 5, CCHF vOTU inh 3, Anthrax LF inh2 0, Rv3671c inh -2, SARS 3CLpro inh -4, DUSP3 inh 29 and BoNT-F LC inh -5.
Screening CC(=O)Nc1sc(C)c(C)c1C(=O)OCC(=O)Nc1cccc(C)c1 returned MazEF act -4, BoNT A protease 1.7, PriA SSB inh -3, PrPC surface inh 0, CCHF vOTU inh -6, Anthrax LF inh2 14, Rv3671c inh -11 and BoNT-F LC inh 12.
CC(C)OCCCNC(=O)COc1ccc2oc3c(c2c1)CCCC3 was read as MazEF act 5, BoNT A protease -1.2, PriA SSB inh -8, PrPC surface inh -2, CCHF vOTU inh 25, Anthrax LF inh2 0, Rv3671c inh -10, SARS 3CLpro inh -12, DUSP3 inh 5 and BoNT-F LC inh 5.
Screening O=C(c1cc2ccccc2oc1=O)N1CCCCCCC1 returned MazEF act 9, BoNT A protease 1.4, PriA SSB inh -13, PrPC surface inh 6, CCHF vOTU inh 6, Anthrax LF inh2 -2, Rv3671c inh 6, SARS 3CLpro inh 0, DUSP3 inh 8 and BoNT-F LC inh 28.
For CC1(C)OC(=O)C(=NNc2ccc(C(=O)O)cc2)C(=O)O1 the results were MazEF act 9, BoNT A protease 0.4, PriA SSB inh -7, PrPC surface inh 2, CCHF vOTU inh 23, Anthrax LF inh2 0, Rv3671c inh -1, SARS 3CLpro inh 3, DUSP3 inh -12 and BoNT-F LC inh 0.
CN(Cc1nc2ccccc2c(=O)[nH]1)C(=O)c1ccccc1OCc1ccc(Cl)cc1 was read as MazEF act 7, BoNT A protease -0.6, PriA SSB inh -15, PrPC surface inh -2, CCHF vOTU inh 12, Anthrax LF inh2 -5, Rv3671c inh -9 and BoNT-F LC inh -5.
`COc1ccc2[nH]c(=O)c(CN(C(=O)c3ccncc3)C(C)(C)C)cc2c1` gave MazEF act 2, BoNT A protease 0.1, PriA SSB inh 4, PrPC surface inh 4, CCHF vOTU inh -13, Anthrax LF inh2 -7, Rv3671c inh -1, SARS 3CLpro inh -6, DUSP3 inh 24 and BoNT-F LC inh 9.
For Cc1ccc(C2=NN(C(=O)COc3ncnc4ccccc34)C(c3ccco3)C2)cc1 (centres undefined) the results were MazEF act 18, BoNT A protease -0.7, PriA SSB inh 3, PrPC surface inh -5, CCHF vOTU inh 10, Anthrax LF inh2 -9, Rv3671c inh 14, SARS 3CLpro inh 0, DUSP3 inh 18 and BoNT-F LC inh -4.
`Cc1cc(C)n2nc(-c3sccc3-n3c(C)ccc3C)cc2n1` gave MazEF act -3, BoNT A protease 0.9, PriA SSB inh 4, PrPC surface inh -2, CCHF vOTU inh 10, Anthrax LF inh2 4, Rv3671c inh -3, SARS 3CLpro inh 1, DUSP3 inh 17 and BoNT-F LC inh -15.
`Cc1ccc(NC(=O)CN(C)C(=O)COC(=O)CCS(=O)(=O)c2ccc(C)cc2)cc1` gave MazEF act 5, BoNT A protease 12, PriA SSB inh -16, PrPC surface inh -8, CCHF vOTU inh 23, Anthrax LF inh2 7, Rv3671c inh 0, SARS 3CLpro inh 0, DUSP3 inh 19 and BoNT-F LC inh 10.
Screening O=C(CC1CS(=O)(=O)CC1CC(=O)Nc1ccc2c(c1)OCCO2)Nc1ccc2c(c1)OCCO2 (centres undefined) returned MazEF act 1, BoNT A protease 0.1, PriA SSB inh 4, PrPC surface inh 7, CCHF vOTU inh -5, Anthrax LF inh2 -3, Rv3671c inh -1, SARS 3CLpro inh 1, DUSP3 inh 7 and BoNT-F LC inh 0.
`O=C(COc1ccc(Br)cc1Br)NC1CCS(=O)(=O)C1` (centres undefined) gave MazEF act 0, BoNT A protease 2.9, PriA SSB inh -16, PrPC surface inh -3, CCHF vOTU inh -12, Anthrax LF inh2 -4, Rv3671c inh 0 and BoNT-F LC inh 3.
Cc1ccnn1CC(=O)N/N=C/c1cn[nH]c1-c1ccc(F)cc1 was read as MazEF act -1, BoNT A protease -1.1, PrPC surface inh -2, CCHF vOTU inh 1, Anthrax LF inh2 3, Rv3671c inh -4, SARS 3CLpro inh -3, DUSP3 inh 16 and BoNT-F LC inh -11.
For CN(NS(C)(=O)=O)c1ncc(C(F)(F)F)cc1Cl the results were MazEF act 4, BoNT A protease -0.4, PriA SSB inh -10, PrPC surface inh -2, CCHF vOTU inh 6, Anthrax LF inh2 -1, Rv3671c inh 6, SARS 3CLpro inh 3, DUSP3 inh 9 and BoNT-F LC inh -1.
For Cc1ccc(C(=O)CSc2nnc(-c3ccco3)n2C)cc1 the results were MazEF act 8, BoNT A protease -1.6, PriA SSB inh -15, PrPC surface inh -2, CCHF vOTU inh -14, Anthrax LF inh2 -1, Rv3671c inh -10, SARS 3CLpro inh -1, DUSP3 inh 22 and BoNT-F LC inh -11.
CCOC(=O)c1c(NC(=O)c2nn(CC)cc2Br)c(C#N)cn1-c1ccccc1 was read as MazEF act 5, BoNT A protease 0.6, PriA SSB inh -12, PrPC surface inh 7, CCHF vOTU inh 7, Anthrax LF inh2 4, Rv3671c inh 8, SARS 3CLpro inh 0, DUSP3 inh 6 and BoNT-F LC inh -1.
For COc1ccc2nc(NC3=NC(c4ccccc4)CC(=O)N3)nc(C)c2c1 (centres undefined) the results were MazEF act -18, BoNT A protease 0.2, PriA SSB inh 3, PrPC surface inh 7, CCHF vOTU inh -1, Anthrax LF inh2 0, Rv3671c inh 0, SARS 3CLpro inh 3, DUSP3 inh -2 and BoNT-F LC inh -4.
CCCCn1c(=O)c(CCC(=O)OCC(=O)NC(C)c2ccccc2)nc2ccccc21 (centres undefined) was read as MazEF act 0, BoNT A protease 1.4, PriA SSB inh 1, PrPC surface inh 0, CCHF vOTU inh -11, Anthrax LF inh2 2, Rv3671c inh -4, SARS 3CLpro inh -6, DUSP3 inh 3 and BoNT-F LC inh 1.
COC(=O)c1ccc(CNC(=O)c2cc(COc3cncc(Cl)c3)on2)cc1 was read as MazEF act -10, BoNT A protease 0.4, PriA SSB inh 3, PrPC surface inh 1, CCHF vOTU inh 6, Anthrax LF inh2 3, Rv3671c inh 2, SARS 3CLpro inh -3, DUSP3 inh 6 and BoNT-F LC inh -4.
COC(=O)C(CC(=O)c1ccc(Br)cc1)n1nc(C)cc1C (centres undefined) was read as MazEF act 13, BoNT A protease -1.8, PriA SSB inh -11, PrPC surface inh -6, CCHF vOTU inh -4, Anthrax LF inh2 1, Rv3671c inh 9, SARS 3CLpro inh 3, DUSP3 inh -4 and BoNT-F LC inh 4.

Retrieved one by one from the entries so far (3):
`COc1ccc2[nH]c(=O)c(CN(C(=O)c3ccncc3)C(C)(C)C)cc2c1` gave MazEF act 2, BoNT A protease 0.1, PriA SSB inh 4, PrPC surface inh 4, CCHF vOTU inh -13, Anthrax LF inh2 -7, Rv3671c inh -1, SARS 3CLpro inh -6, DUSP3 inh 24 and BoNT-F LC inh 9.
Screening CC(=O)Nc1sc(C)c(C)c1C(=O)OCC(=O)Nc1cccc(C)c1 returned MazEF act -4, BoNT A protease 1.7, PriA SSB inh -3, PrPC surface inh 0, CCHF vOTU inh -6, Anthrax LF inh2 14, Rv3671c inh -11 and BoNT-F LC inh 12.
CN(Cc1nc2ccccc2c(=O)[nH]1)C(=O)c1ccccc1OCc1ccc(Cl)cc1 was read as MazEF act 7, BoNT A protease -0.6, PriA SSB inh -15, PrPC surface inh -2, CCHF vOTU inh 12, Anthrax LF inh2 -5, Rv3671c inh -9 and BoNT-F LC inh -5.

Reprinted from the listing for reference:
`COc1ccc2[nH]c(=O)c(CN(C(=O)c3ccncc3)C(C)(C)C)cc2c1` gave MazEF act 2, BoNT A protease 0.1, PriA SSB inh 4, PrPC surface inh 4, CCHF vOTU inh -13, Anthrax LF inh2 -7, Rv3671c inh -1, SARS 3CLpro inh -6, DUSP3 inh 24 and BoNT-F LC inh 9.
For Cc1ccc(C2=NN(C(=O)COc3ncnc4ccccc34)C(c3ccco3)C2)cc1 (centres undefined) the results were MazEF act 18, BoNT A protease -0.7, PriA SSB inh 3, PrPC surface inh -5, CCHF vOTU inh 10, Anthrax LF inh2 -9, Rv3671c inh 14, SARS 3CLpro inh 0, DUSP3 inh 18 and BoNT-F LC inh -4.

Following part.
For COc1ccc(CCNC(=O)CSc2nc(N)c3c(C)c(C)oc3n2)cc1OC the results were MazEF act 4, BoNT A protease 0.4, PriA SSB inh -9, PrPC surface inh 2, CCHF vOTU inh -1, Anthrax LF inh2 -2, Rv3671c inh 2, SARS 3CLpro inh -3, DUSP3 inh -12 and BoNT-F LC inh -4.
CCC(=O)Nc1cccc(C(=O)/C=C/c2ccc(F)cc2)c1 was read as MazEF act 2, BoNT A protease -0.3, PriA SSB inh -8, PrPC surface inh 2, CCHF vOTU inh -6, Anthrax LF inh2 -2, Rv3671c inh -6, SARS 3CLpro inh 0, DUSP3 inh -6 and BoNT-F LC inh -3.
Screening CCOC(=O)c1sc2nc(CC(=O)OC)nc(N3CCN(c4ccccn4)CC3)c2c1C returned MazEF act -3, BoNT A protease 0.3, PriA SSB inh -18, PrPC surface inh 2, CCHF vOTU inh -8, Anthrax LF inh2 -1, Rv3671c inh -4, SARS 3CLpro inh 0, DUSP3 inh 10 and BoNT-F LC inh -5.
`CC1CCCC(C)N1CCCNC(=O)Cn1ncc2c([nH]c3ccccc32)c1=O` (centres undefined) gave MazEF act 7, BoNT A protease 0.9, PriA SSB inh -7, PrPC surface inh -1, CCHF vOTU inh -6, Anthrax LF inh2 0, Rv3671c inh -4, SARS 3CLpro inh -5, DUSP3 inh 17 and BoNT-F LC inh 4.
For Cc1nc(NC(=O)Nc2ccc(Cl)cc2)sc1C the results were MazEF act -10, BoNT A protease -0.7, PriA SSB inh 5, PrPC surface inh 13, CCHF vOTU inh 12, Anthrax LF inh2 -5, Rv3671c inh 2, SARS 3CLpro inh 1, DUSP3 inh 19 and BoNT-F LC inh 0.
`O=C(c1ccccc1)c1nnc(-c2ccncc2)o1` gave MazEF act 4, BoNT A protease 0.6, PriA SSB inh -16, PrPC surface inh 2, CCHF vOTU inh -1, Anthrax LF inh2 -1, Rv3671c inh 7, SARS 3CLpro inh -3, DUSP3 inh 18 and BoNT-F LC inh 3.
`CC(C)(C)c1ccc(C(=O)NCCC(=O)Nc2cc(Cl)ccc2N2CCOCC2)cc1` gave MazEF act 4, BoNT A protease 1.5, PriA SSB inh -12, PrPC surface inh -7, CCHF vOTU inh 15, Anthrax LF inh2 -1, Rv3671c inh -8 and BoNT-F LC inh -2.
For O=C(Nc1cccc(C(F)(F)F)c1)c1ccc2nc(N3C(=O)CCC3=O)sc2c1 the results were MazEF act 3, BoNT A protease 1.1, PriA SSB inh -3, PrPC surface inh 4, CCHF vOTU inh 11, Anthrax LF inh2 -2, Rv3671c inh -29, SARS 3CLpro inh 6, DUSP3 inh -2 and BoNT-F LC inh 2.
Screening O=C(NC1CCCCC1)C1CCN(c2nccs2)CC1 returned MazEF act 5, BoNT A protease 5.6, PriA SSB inh -2, PrPC surface inh -4, CCHF vOTU inh 7, Anthrax LF inh2 4, Rv3671c inh 6, SARS 3CLpro inh 0, DUSP3 inh 15 and BoNT-F LC inh -24.
For O=C1COc2ccc(C(=O)COC(=O)C3CC(O)CN3S(=O)(=O)c3ccc(Cl)cc3)cc2N1 (centres undefined) the results were MazEF act 12, BoNT A protease -0.9, PriA SSB inh -1, PrPC surface inh 8, CCHF vOTU inh 4, Anthrax LF inh2 -1, Rv3671c inh 3, SARS 3CLpro inh 0, DUSP3 inh 22 and BoNT-F LC inh 0.
For COc1ccc(/C=C/C2=NC(=C\N(C)C)/C(=O)O2)cc1 the results were MazEF act -3, BoNT A protease 0.1, PriA SSB inh -4, PrPC surface inh -11, CCHF vOTU inh 9, Anthrax LF inh2 -2, Rv3671c inh 9, SARS 3CLpro inh 2, DUSP3 inh -4 and BoNT-F LC inh -4.
`Cc1noc(C)c1COC(=O)c1cc2c(C)nn(-c3ccc(F)cc3)c2s1` gave MazEF act -27, BoNT A protease -0.5, PriA SSB inh 3, PrPC surface inh 3, CCHF vOTU inh 10, Anthrax LF inh2 -5, Rv3671c inh 6, DUSP3 inh 14 and BoNT-F LC inh 0.
